ERp5 block: inhibitors of human ERp5 | 0.05% of 350,000 active | inhibition, % at 9.99 µM | Q15084 | ERp5 insulin aggregation, absorbance 650 nm, 90 min;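 active means mean replicate inhibition above about 25%, with every replicate also reaching it, limit read from the data, passing the limit was not always enough; inconclusive means only one of those two criteria met; inactive means neither criterion met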
Target sequence (Q15084 whole entry, looked up): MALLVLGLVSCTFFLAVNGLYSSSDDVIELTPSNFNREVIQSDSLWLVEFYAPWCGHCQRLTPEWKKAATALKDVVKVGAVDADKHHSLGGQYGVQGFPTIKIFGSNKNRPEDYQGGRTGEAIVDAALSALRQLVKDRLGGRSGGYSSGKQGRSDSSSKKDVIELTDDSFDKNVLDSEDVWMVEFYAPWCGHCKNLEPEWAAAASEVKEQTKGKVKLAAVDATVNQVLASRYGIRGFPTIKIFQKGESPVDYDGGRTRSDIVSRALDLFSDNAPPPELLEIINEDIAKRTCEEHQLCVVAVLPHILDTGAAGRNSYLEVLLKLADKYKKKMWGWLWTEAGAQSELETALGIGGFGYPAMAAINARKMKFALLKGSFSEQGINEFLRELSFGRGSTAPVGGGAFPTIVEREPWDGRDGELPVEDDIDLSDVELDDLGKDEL
INS-1E GSIS act: GLuc luminescence reporter in INS-1E cells, primary screen for activators of glucose-dependent secretion of insulin | activation, % at 16.6 µM | INS-1E GLuc reporter insulin secretion, 2-3 h | 0.61% of 370,000 active;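 active means lowest replicate activation of at least 40%, so every replicate reaches that level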;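 further: 0% = median of neutral control wells and 100% = median of IBMX positive control wells; some compounds called inactive have numbers as strong as hits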
F508del corr: CFTR F508del correction in bronchial cells; CFBE cells, YFP halide quenching; stimulated with forskolin plus potentiator P3; % fluorescence drop versus neutral controls; activity (quench increase), % at 7.58 µM; 0.36% of 350,000 active; AID 720511;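 active means mean added fluorescence quench of at least 8% versus neutral control, with both replicates also reaching 8%; inconclusive means only one of the mean or replicate conditions met; inactive means mean below 8% and not both replicates reaching 8%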;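 further: cells transiently co-express mutant CFTR-F508del with the halide-sensitive YFP; corrector assay measuring rescue of mutant channel to the surface after 24 h compound exposure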
XiGFP reactiv: reactivates the inactive X chromosome in mouse fibroblasts | XiGFP mouse fibroblasts, % GFP-positive cells imaging, 3 d; cells co-treated with 5-aza-dC sensitizer; scaled so ellipticine positive control = 100% | activation, % at 7.58 µM | 0.055% of 360,000 active | AID 743238;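 active means mean normalized replicate activation at least 10% and every replicate at or above 10%; inconclusive means only one of the two criteria met; inactive means mean below 10% and not all replicates reach 10%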;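 further: 0% = median of on-plate neutral control wells and 100% = ellipticine 6 µM median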
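Schedule: 3 d treatment, 15 min room-temperature fixation; system: 68-5-11 XiGFP fibroblast line; buffer or medium: DMEM plus 5-aza-dC sensitizer; control set: ellipticine 6 µM positive control; compound: one concentration, pinned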
PAX8 inh HTS: lowers PAX8-driven luciferase in RMG-I cells. RMG-I TPO-luciferase reporter, SteadyGlo, 24 h. inhibition, % at 12.6 µM. 1.2% of 360,000 active;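 active means mean replicate inhibition at least 60% with every replicate also reaching 60%; inconclusive means only one of the two criteria is met; inactive means mean below 60% and not all replicates reaching 60%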;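 further: luciferase light reporting Pax8 driven TPO promoter activity; plate controls were median of neutral control wells for no effect and mitoxantrone controls for full effect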
DENV2 CPE: DENV2-induced cell death inhibition | DENV2-infected cells, cytopathic effect rescue, plate reader | CPE inhibition, % at 9.99 µM | 1.7% of 350,000 active | AID 651640; in the data active means CPE inhibition above about 20%, passing the limit was not always enough; inconclusive means no clear call, values can overlap the other calls; tested in BHK-21 cells;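 further: 0% = median of neutral control wells and 100% = median of positive control wells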
EWS-Fli inh: blocks EWS/Fli oncoprotein-driven transcription; A673 NR0B1-luciferase reporter, viability-normalised; inhibition, % at 12.6 µM; 0.67% of 350,000 active;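 active means mean inhibition of at least 50% after viability correction, with every replicate also passing that limit; inconclusive means mean reaches 50% but only one of two replicates passes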;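 further: firefly luciferase signal divided by Alamar Blue viability fluorescence both relative to DMSO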
ARNT TACC3 PPI: disruptors of human ARNT/TACC3 interaction. Q9Y6A5. AlphaScreen His-ARNT PAS-B/GST-TACC3 binding, luminescence; TACC3 fragment carries E629A point mutation. inhibition, % at 9.99 µM. 0.66% of 390,000 active. AID 623870;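 active means mean inhibition of replicates at least 50% and at least half of replicates each reaching 50%; inconclusive means half or more replicates reach 50% but mean below 50%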;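 further: 0% = complete ARNT plus TACC3 wells and 100% = ARNT alone without TACC3; many hits fall short of the cut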
Starred values were filed as active, the others as inactive; ? = inconclusive; · = not tested or not shown; & = joins results of further samples.

SMILES | ERp5 block | INS-1E GSIS act | F508del corr | XiGFP reactiv | PAX8 inh HTS | DENV2 CPE | EWS-Fli inh | ARNT TACC3 PPI
C[C@H](CO)N1C[C@H](C)[C@H](CN(C)C(=O)c2ccncc2)Oc2cc(C#CC3(O)CCCC3)ccc2S1(=O)=O | 8.0 | 17.4 | -3.3 | 0.5 | · | -4.7 | 2.8 | -1.5
CC(=O)Nc1c2c(nn1-c1ccc(F)cc1)CSC2 | -8.7 | 4.8 | -2.4 | 0.0 | -7.8 | ? | -4.3 | 0.7
C[C@@H]1CN([C@@H](C)CO)C(=O)c2cccc(NC(=O)Nc3ccc4c(c3)OCO4)c2O[C@H]1CN(C)S(=O)(=O)c1cn(C)cn1 | 5.6&2.7 | 26.7&10.5 | 0.8&1.8 | 0.1&0.0 | -16.6 | -3.5&-12.8 | -2.8&-9.0 | 2.5&-13.8
C[C@@H]1CN([C@@H](C)CO)C(=O)c2cccc(N(C)C)c2O[C@H]1CN(C)Cc1ccc2c(c1)OCO2 | -7.1 | 1.4 | 3.0 | -0.2 | 4.0 | -0.4 | 0.2 | ·
CS(=O)(=O)N1[C@H](CO)[C@@H](c2ccccc2-c2ccc(F)cc2)[C@@H]1C#N | -7.7 | 19.7 | -0.7 | 0.3 | -6.1 | -0.2 | -3.5 | ·
COCCNc1nc2c(c(=O)n(Cc3ccccc3F)c(=O)n2C)n1C | 1.3 | -16.9 | -1.1 | 0.0 | 15.2 | -6.3 | 4.5 | -2.5
CCOC(=O)N1CCN(CCC(=O)Nc2cc([N+](=O)[O-])ccc2OC)CC1 | 3.2 | 0.1 | · | -0.3 | 9.0 | · | 3.7 | 2.0
CO[C@H]1CN(C)C(=O)c2cc(NC(=O)Nc3cccc(F)c3)ccc2OC[C@@H](C)N(C(=O)Nc2c(C)noc2C)C[C@@H]1C | 3.2 | -8.2 | 0.3 | 0.1 | -1.8 | 0.8 | 5.7 | 3.7
COC(=O)C(NS(=O)(=O)c1ccc(F)cc1)c1ccccc1 (configuration not stated) | -1.9 | 16.8 | 0.6 | 0.0 | -3.5 | 4.3 | 8.7 | -13.6
CCOC(=O)C1=C(N)N2C(=O)C(C)SC2=C(C(=O)OC)C1c1cccc(OC)c1 (configuration not stated) | -1.8 | -6.8 | 0.2 | -0.1 | 0.7 | 7.5 | 2.4 | ·

Brought forward from above: 4 compounds, then new ones.
SMILES | ERp5 block | INS-1E GSIS act | F508del corr | XiGFP reactiv | PAX8 inh HTS | DENV2 CPE | EWS-Fli inh | ARNT TACC3 PPI
CCOC(=O)N1CCN(CCC(=O)Nc2cc([N+](=O)[O-])ccc2OC)CC1 | 3.2 | 0.1 | · | -0.3 | 9.0 | · | 3.7 | 2.0
CO[C@H]1CN(C)C(=O)c2cc(NC(=O)Nc3cccc(F)c3)ccc2OC[C@@H](C)N(C(=O)Nc2c(C)noc2C)C[C@@H]1C | 3.2 | -8.2 | 0.3 | 0.1 | -1.8 | 0.8 | 5.7 | 3.7
COC(=O)C(NS(=O)(=O)c1ccc(F)cc1)c1ccccc1 (configuration not stated) | -1.9 | 16.8 | 0.6 | 0.0 | -3.5 | 4.3 | 8.7 | -13.6
CCOC(=O)C1=C(N)N2C(=O)C(C)SC2=C(C(=O)OC)C1c1cccc(OC)c1 (configuration not stated) | -1.8 | -6.8 | 0.2 | -0.1 | 0.7 | 7.5 | 2.4 | ·
CC1=C(C(=O)N2CCOCC2)CC(CC(=O)NC2CCCC2)C(=O)N1CCCN1CCCC1=O (configuration not stated) | 6.3 | -5.9 | -2.8 | 0.4 | 11.7 | -9.6 | -8.2 | ·
O=C(Nc1nnc(CCOCCOCCc2nnc(NC(=O)c3ccco3)s2)s1)c1ccco1 | 5.0 | 3.2 | 0.3 | · | · | · | 6.0 | 7.9
CC(=O)CCC1CC(c2ccc(Cl)cc2)=NO1 (configuration not stated) | -2.2 | · | 1.7 | 0.0 | -67.4 | · | 34.7 | -7.7
N#Cc1cccc(C(=O)C(=O)N2CCCN(Cc3ccc(F)cc3)CC2)c1 | 7.5 | -3.8 | -1.4 | -0.1 | -18.3 | -7.5 | -0.7 | ·
Cc1cc(=O)n2nc(N3CCCC3C(=O)Nc3cccc(F)c3)sc2n1 (configuration not stated) | 2.2 | -8.5 | -0.1 | 0.4 | 1.0 | -3.7 | 5.3 | 4.2
CCOc1ccccc1CN1CCCC(C(=O)Nc2cccc(-n3cccn3)c2)C1 (configuration not stated) | -9.9 | -12.3 | -1.3 | 0.0 | -4.6 | -1.4 | 1.7 | -8.2
Cc1noc(C)c1NC(=O)N[C@H]1CC[C@@H](CC(=O)Nc2ccccc2)O[C@@H]1CO | 1.5 | -5.1 | -0.9 | -0.2 | · | 5.1 | -2.2 | 0.9
C[C@@H]1CN([C@@H](C)CO)C(=O)c2cc(NC(=O)Nc3ccc4c(c3)OCO4)ccc2O[C@@H](C)CCCCO[C@H]1CN(C)C(=O)Nc1ccccc1 | -4.0 | 3.5 | -0.1 | 0.1 | -2.4 | 5.1 | -44.7 | 8.7
O=C(O)c1ccc(-c2nc(-c3ccc(Cl)cc3)cs2)cc1 | -7.4 | -7.6 | -1.0 | 0.3 | -194.7 | -1.5 | -96.5 | -4.2
O=C(NNC(=S)NC1CCCCC1)c1cccs1 | · | -0.4 | -1.8 | 0.1 | -7.6 | · | -4.0 | 2.4
CO[C@H]1CN(C)C(=O)c2cc(NC(=O)NC(C)C)ccc2OC[C@H](C)N(C(=O)CC2CC2)C[C@H]1C | -23.2 | -2.9 | -0.2 | -0.5 | · | 6.7 | 2.3 | 6.0
CC(NC(=O)c1ccc2c(c1)C(=O)N(Cc1cccnc1)C2=O)c1ccccc1 (configuration not stated) | -2.7 | -8.3 | 1.1 | -0.2 | -3.4 | -3.7 | -0.6 | -1.7
CSCC(=O)NC1CCCc2c1cnn2-c1ccc(C)c(C)c1 (configuration not stated) | 6.2 | -9.8 | -0.6 | 0.0 | -28.4 | 3.9 | -39.0 | 0.3
CN(C)CCN1CCN(C2CN(C3CCCCC3)S(=O)(=O)C2)CC1 (configuration not stated) | 0.2 | 1.8 | -0.6 | 0.0 | -7.9 | -2.5 | -2.6 | ·
CCOC(=O)c1c[nH][nH]c1=O | 1.3 | 13.9 | 2.5 | 0.1 | 15.2 | -4.0 | 6.3 | -6.7
COc1ccccc1C(=O)C1CCCN(C(=O)CCC(=O)c2ccccc2)C1 (configuration not stated) | 3.3 | -8.9 | -2.6 | 0.3 | 11.0 | -4.0 | 6.5 | -7.7
C[C@@H]1CCCCO[C@H](CN(C)C(=O)Cc2ccccc2)[C@@H](C)CN([C@@H](C)CO)C(=O)c2cc(NC(=O)Cc3ccccc3)ccc2O1 | -0.6 | -35.4 | 1.4 | 0.4 | -18.0 | -0.9 | 0.0 | 1.1
C[C@H](CO)N1C[C@H](C)[C@@H](CN(C)C(=O)c2cccnc2)Oc2ncc(-c3ccccc3)cc2C1=O | -0.9 | 3.2 | -1.2 | 0.2 | -11.3 | 1.6 | 10.3 | -5.0
N#Cc1ccc(CN2CCN(C(=O)c3cn(Cc4ccccc4)nc3-c3cccnc3)CC2)cc1 | 1.2 | 3.4 | -0.9 | 1.1 | 4.4 | -6.1 | 1.1 | -15.3
O=C(NCc1ccccc1F)[C@@H]1[C@@H](CO)[C@@H]2Cn3c(cccc3=O)[C@@H]2N1C(=O)CC1CC1 | -3.1 | 10.8 | -0.3 | 0.3 | 2.5 | 9.9 | -1.0 | -4.0
CNC[C@@H]1Oc2ccc(NC(=O)Nc3c(C)noc3C)cc2CC(=O)N([C@H](C)CO)C[C@H]1C | 2.1 | 9.6 | 1.6 | -1.3 | 16.3 | 1.1 | -9.4 | -2.7&-1.4
CN(C)CC(=O)N[C@H]1CC[C@H](CCn2cc(C3CCCC3)nn2)O[C@@H]1CO | -8.4 | 7.1 | 1.9 | 0.0 | 0.9 | 0.0 | 7.5 | 30.4
CCCCCCCCCCCCNC[C@@H]1CSCCS(=O)(=O)N1 | 1.8 | -10.9 | 0.2 | -0.1 | -2.6 | -1.0 | -4.6 | ·
CCCOC(=O)c1ccc(OCC(O)Cn2c(C)nc3ccccc32)cc1 (configuration not stated) | 6.7 | · | 3.5 | -0.1 | -3.8 | 1.7 | 3.4 | -12.6
CCN(CC(=O)Nc1ccccc1C(F)(F)F)C(=O)Cc1cccs1 | 2.9 | 6.5 | -3.7 | 0.0 | 1.5 | 2.5 | -1.3 | 0.8
c1ccc(-c2nnc(SCC3CCCO3)nc2-c2ccccc2)cc1 (configuration not stated) | ? | -8.6 | 0.0 | 0.0 | 13.2 | 6.6 | -2.0 | 10.2
Cc1ccc(NC(=O)c2nc[nH]c2C(=O)NCc2ccccc2)cc1 | 1.9 | 10.5 | -3.8 | 0.1 | -14.3 | 2.5 | 1.9 | -4.6
O=C(CCn1cnc(-c2ccccc2)c1-c1ccccc1)N/N=C/c1ccccc1O | -8.4 | -20.7 | · | -0.1 | 47.1 | 2.6 | 23.7 | 3.4
Cc1ccc(S(=O)(=O)Nc2ccc3c(c2)C(=O)N([C@H](C)CO)C[C@H](C)[C@@H](CN(C)C(=O)Nc2ccccc2)O3)cc1 | 3.4 | 15.8 | -0.5 | 0.1 | -25.1 | 2.7 | 0.1 | -7.8
COc1ccc(CC(=O)Nc2ccccc2N2CCCCC2)cc1OC | 4.4 | -40.4 | 1.4 | 0.1 | -0.9 | 6.1 | 6.1 | ·
CCOC(=O)C(=O)NNc1ccc(C)cc1 | · | 6.7 | · | 0.3 | -32.7 | · | · | -2.7
Cc1ccc(C)c(-n2c3nc(=O)n(C)c(=O)c-3cc3ccccc32)c1 | 2.3 | -12.0 | 2.3 | -0.1 | -0.1 | 0.6 | 0.9 | -13.6
Oc1ccc(N=Nc2ccc3ccccc3c2)cc1 | -0.2 | -10.3 | -4.2 | 0.1 | -163.9 | 2.2 | -29.8 | 11.7
CO[C@H]1CN(C)C(=O)c2ccc(NS(C)(=O)=O)cc2OC[C@@H](C)N(C(=O)C2CCC2)C[C@H]1C | -3.5 | 6.2 | -2.2 | -0.2 | -11.9 | -5.1 | 10.9 | -1.7
CC(C)C[C@H](NC(=O)N1CCn2c1nc1ccccc12)C(=O)N[C@H](Cc1ccccc1)C(=O)O | -0.9 | 0.5 | -1.4 | · | · | -11.7 | -5.1 | -1.9
COc1ccc(CCNC(=O)Cc2ccccc2)cc1OC | 1.8 | 29.6 | 0.0 | 0.0 | 15.9 | -1.4 | 1.8 | 4.9
CCOC(=O)c1sc(=S)n(-c2cccc(OC)c2)c1N | 11.3 | 0.7 | 0.0 | · | · | -2.0 | -1.8 | -6.2
CN1CCN(c2ccccc2NC(=S)NC(=O)c2cc3ccccc3o2)CC1 | 2.3 | 30.4 | -0.8 | -0.1 | 7.6 | -7.0 | · | -0.9
COc1ccc(NC(=O)C2CCN(C(=O)c3ccco3)CC2)c(OC)c1 | 1.0 | 14.4 | -0.4 | 0.2 | 5.4 | ? | 2.9 | ·
CN1[C@@H]2c3ccc(-c4ccccc4)c(=O)n3C[C@H]1[C@H](CO)[C@H]2C(=O)NCCCN1CCOCC1 | 2.4 | 5.5 | -0.3 | 0.1 | -21.8 | ? | -1.4 | -9.0
Cc1cc(OC(C)C(=O)NCC2CCC(C(=O)O)CC2)c2c(C)c(Cc3ccccc3)c(=O)oc2c1 (configuration not stated) | 4.7 | -0.9 | -0.8 | · | · | -7.9 | 6.0 | 4.8

Screening data as filed in PubChem.
